Screening results deposited in PubChem BioAssay by National Center for Advancing Translational Sciences (NCATS).
Vif-A3F inh = qHTS for Inhibitors of Vif-A3F Interactions: qHTS; HeLa A3F-eYFP + Vif (tagged APOBEC3F with the HIV-1 protein that degrades it), YFP fluorescence increase; Potency, µM (titrated, usually from 46.1 µM), without a hit: top-dose activity, negative = active; actives 0.2% (n = 390,000); also: potency is read from the fitted curve at half-maximal effect; % of control where 0% means no effect; nearly all actives have a fitted effect of over 65% in size
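HeLa cells stably expressing A3F-eYFP plus Vif, plated and incubated overnight at 37 deg C, then exposed to compounds overnight at 37 deg C. Blocked degradation read as raised yellow fluorescence (Ex 488/Em 500-530).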
LDHA inh = qHTS assay for inhibitors of human lactate dehydrogenase | L-lactate dehydrogenase A chain (Homo sapiens), P00338 | purified LDHA, NADH/diaphorase-resazurin fluorescence; stronger effect = lower value | activity change, % (values are at about 110 or 230 µM) | actives 0.15% (n = 480,000) | AID 1347041, 2019; in the data active = activity change below about -30%; inconclusive = mostly about -25% to -30%;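 also: plate controls were DMSO wells for no effect and wells without enzyme for full effect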
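LDH5 2 nM; NADH 0.06 mM, pyruvate 0.2 mM; 200 mM Tris pH 7.4, EDTA, Tween-20; 5 min RT. Detection: diaphorase 0.133 mg/mL + resazurin 37 µM, fluorescence ex540/em590 at 0 and 20 min; normalized to enzyme-free and DMSO wells.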
D2 PAM = HTS Assay for Positive Allosteric Modulators of the Human D2 Dopamine Receptor: Primary Screen for Potentiators | D(2) dopamine receptor (Homo sapiens), P14416 | HEK293 T-REx D2, calcium flux, EC20 dopamine potentiation | potentiation, % at 10 µM | actives 0.34% (n = 340,000);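 active = potentiation over 3 SD above the plate norm, cut at about 30% in these data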; also: 0% is about no effect
Target sequence (P14416 whole entry, looked up): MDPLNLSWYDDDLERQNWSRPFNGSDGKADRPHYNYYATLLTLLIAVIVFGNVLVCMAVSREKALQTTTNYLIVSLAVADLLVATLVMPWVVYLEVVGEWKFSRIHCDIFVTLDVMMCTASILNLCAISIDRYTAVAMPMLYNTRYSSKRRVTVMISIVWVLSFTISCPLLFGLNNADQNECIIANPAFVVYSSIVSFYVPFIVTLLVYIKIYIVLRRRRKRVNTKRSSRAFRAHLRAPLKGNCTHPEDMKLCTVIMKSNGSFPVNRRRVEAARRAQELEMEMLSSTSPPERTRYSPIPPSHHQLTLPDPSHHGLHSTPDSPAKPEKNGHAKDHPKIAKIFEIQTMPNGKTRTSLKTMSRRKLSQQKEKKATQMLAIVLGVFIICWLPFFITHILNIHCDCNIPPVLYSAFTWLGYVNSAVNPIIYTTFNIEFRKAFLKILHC
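Cells plated with tetracycline inducer and held overnight at 30 C; calcium dye loaded 30–90 min at room temperature; baseline taken, compound added and read 180 s; EC20 dopamine then added and read 180 s.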
D1 ag = Allosteric Agonists of the Human D1 Dopamine Receptor: qHTS; HEK293 T-REx D1 cells, calcium flux, agonist mode; activation, % at 2 µM; actives 1% (n = 360,000); in the data active = activation above about 30%; also: 0% is about no effect
Target sequence (P21728 whole entry, looked up): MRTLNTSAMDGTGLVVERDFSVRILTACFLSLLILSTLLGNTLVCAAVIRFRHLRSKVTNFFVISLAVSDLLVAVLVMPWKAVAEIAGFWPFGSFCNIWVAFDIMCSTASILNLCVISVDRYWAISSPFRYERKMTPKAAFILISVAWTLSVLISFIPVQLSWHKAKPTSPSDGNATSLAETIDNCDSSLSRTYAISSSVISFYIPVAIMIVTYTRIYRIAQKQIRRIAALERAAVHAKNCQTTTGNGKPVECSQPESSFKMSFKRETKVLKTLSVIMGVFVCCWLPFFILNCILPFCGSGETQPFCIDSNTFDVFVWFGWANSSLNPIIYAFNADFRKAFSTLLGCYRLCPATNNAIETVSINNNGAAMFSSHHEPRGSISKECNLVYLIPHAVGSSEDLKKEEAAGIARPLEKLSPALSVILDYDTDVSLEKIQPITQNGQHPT
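Inducible HEK293 T-REx D1 cells, force-coupled to calcium signalling, were plated at 4000 cells/well with tetracycline and held overnight at 30 C. After no-wash calcium dye loading, compound-evoked calcium rise over 180 s flagged agonists.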
RXFP1 agonist = qHTS Assay for Agonists of the Relaxin Receptor RXFP1. Relaxin receptor 1 (Homo sapiens), Q9HBX9. HEK293T-RXFP1 cAMP TR-FRET, 30 min; response scale: percent of porcine relaxin response, buffer zero. Potency, µM (top dose mostly 57.5 µM), inactives show top-dose activation, usual class: activators. actives 0.3% (n = 370,000). AID 2676, 2010; also: potency is read from the fitted curve at half-maximal effect; % is scaled to controls: 0 for no effect and ±100 for the full control effect; nearly all actives have a fitted effect of over 60% in size; many of its hits are not listed in these tables
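Agonist response is measured as cAMP accumulation in an RXFP1-transfected HEK293T line under PDE4 inhibition. Values are scaled between buffer-only and 29 nM porcine relaxin, and EC50s come from standard Hill equation fits.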
Vif-A3G inh = qHTS for Inhibitors of Vif-A3G Interactions: qHTS; DNA dC->dU-editing enzyme APOBEC-3G (Homo sapiens), Q9HC16; HeLa A3G-eYFP + Vif (tagged APOBEC3G with the HIV-1 protein that degrades it), YFP fluorescence, overnight; Potency, µM (series often up to 46.1 µM), for inactives: at the highest dose activity, negative = active, most hits filed as inhibitors; actives 0.076% (n = 410,000); AID 602310, 2012;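 also: potency is read from the fitted curve at half-maximal effect; % is scaled to controls: 0 for no effect and ±100 for the full control effect; nearly all actives have a fitted effect of over 60% in size; hits raise eYFP signal because A3G escapes Vif-driven loss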
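Read-out is eYFP fluorescence (Ex 488/Em 500-530) from Vif-expressing HeLa A3G-eYFP cells; more signal means A3G escaped Vif-mediated degradation. Cells plated overnight, compound pinned in, incubated overnight at 37 deg C.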
D1 potentiator = Potentiators of Human D1 Dopamine Receptor: qHTS; HEK293 TREx D1 cells, calcium flux, dopamine EC20 potentiation; potentiation, % at 10 µM; actives 0.036% (n = 360,000); AID 504651, 2011; in the data active = potentiation above about 30%; also: 0% is about no effect
D1 antagonist = Antagonist of Human D 1 Dopamine Receptor: qHTS. D(1A) dopamine receptor (Homo sapiens), P21728. HEK293 TREx D1 cells, calcium flux, dopamine EC80; stronger effect = lower value. activity change, negative = inhibition, % at 10 µM. actives 3.2% (n = 360,000); in the data active = activity change below about -30%; also: % is scaled to controls: 0 for no effect and ±100 for the full control effect
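Using tetracycline-induced force-coupled D1 Hek293 cells and a calcium dye, signals were followed for 180 s after compound, then for 180 s after EC80 dopamine, to detect inhibitors.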
GRP78 ERSR act = qHTS for Inducers of the Endoplasmic Reticulum Stress Response (ERSR) in Human Glioma: qHTS | U87-MG GRP78 promoter luciferase reporter, 16 h | Potency, µM, for the others: at the highest dose activation, most hits filed as activators | actives 0.02% (n = 420,000); also: potency is read from the fitted curve at half-maximal effect; series mostly up to about 76 µM; % of control where 0% means no effect; nearly all actives have a fitted effect of over 35% in size
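Stably transfected U87-MG human glioma cells carrying a GRP78-based luminescent sensor were seeded at 1000 cells/well, pin-dosed with compounds and incubated 16 h. Luciferase reagent was then added, and end-point luminescence was read after 10 min at room temperature.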
Numbers without * were called inactive; ? = inconclusive; . = no result given; & = joins results of further samples. Unless noted, calls follow the shape of the dose curve; as a rule, active = well fitted curve in the direction sought with a large enough effect; inconclusive = small, poorly fitted or top-dose-only effect, or another doubt; inactive = no such curve, though single readings can be large; an effect the other way counts as inactive or inconclusive. This is a subset. The share of hits here may be higher or lower than overall.

SMILES	Vif-A3F inh	LDHA inh	D2 PAM	D1 ag	RXFP1 agonist	Vif-A3G inh	D1 potentiator	D1 antagonist	GRP78 ERSR act
CCN1CCN(CCCNC(=O)C(=O)c2c(C)[nH]c3ccccc23)CC1	1%	-3	-1	6	-1.7%	0%	.	15	-3%
CC(=O)N1CCCc2cc(S(=O)(=O)N3CCCC(C(=O)NCc4ccc(Cl)cc4)C3)ccc21 (stereo not given)	7%&6%	-2&3	25&-1	1&1	-3.3%&-0.3%	0%&2%	-5&-6	-30&-8	0%&-8%
O=C(CSc1nc2ccccc2c(=O)[nH]1)Nc1ccc(Br)cc1	2%	-4&1	-4	0	4.0%	-8%	-8	-10	5%
CC(=O)N1CCc2cc(S(=O)(=O)N3CC(C)CC(C)C3)ccc21 (stereo not given)	-2%	-3	-4	6	1.7%	4%	-3	9	-6%
COc1ccc(C(C)C)cc1S(=O)(=O)N1CCN(c2ccccc2)CC1	0%	1	3	0	2.5%	0%	-8	-11	-4%
O=C(CSc1nc2ccccc2c(=O)n1-c1ccc(F)cc1)NC1CC1	0%	-3	-4	0	0.7%	0%	1	13	-5%
COc1ccc(Nc2nc(C)cc(C)c2C#N)cc1	-6%	1	-4	1	2.1%	3%	-1	9	-1%
OCC1(Cc2ccccc2C(F)(F)F)CCN(Cc2cccc3cnccc23)CC1	-6%	-2	.	1	1.8%	2%	3	10	0%
CN(C)c1nc(C(=O)NN)nc(N(C)C)n1	-2%	2	8	-1	3.2%	-22%	-4	-2	7%
O=[N+]([O-])c1ccc(N2CCN(S(=O)(=O)c3ccc(Cl)c(Cl)c3)CC2)cc1NCCN1CCOCC1	-11%	-4	.	3	0.6%	4%	-9	-8	-3%
CCc1nnc(NS(=O)(=O)c2ccc(N=CC3=C(O)CC(C)(C)CC3=O)cc2)s1	1%	-1	-5	0	0.3%	3%	0	-6	-7%
CCOC(=O)C[C@H]1c2cc(F)ccc2S(=O)(=O)N1C(C)C	8%	-1	.	.	.	-1%&3%	.	.	-6%&-4%
CCOC(=O)c1c(-c2ccccc2Cl)cn2ccccc12	-9%	9	-15	3	-1.5%	-5%	0	-7	0%
COc1ccccc1NC(=O)CSc1ccc(-c2ccccn2)nn1	2%&-15%	3&7	-4&0	2&2	0.1%&-0.1%	-3%&-1%	-3&-4	4&-19	0%&-3%
COc1ccc(Cl)cc1N(C(C)=O)c1nc(C)cc(C)c1C#N	7%	-5	3	-2	0.2%	4%	-2	17	-3%
O=C1CCN(C(=O)Cc2ccccc2)c2ccccc21	-1%	-10	.	.	.	-5%	.	.	-8%
CC(=O)Nc1c(O)nc(SCC(=O)Nc2nnc(SCc3ccccc3)s2)[nH]c1=O	-1%	-10	3	2	0.0%	0%	0	2	-1%
CC(=O)Nc1ccc(NC(=O)C2CCCN(c3ncccn3)C2)cc1 (stereo not given)	2%	-5	-3	0	-3.7%	2%	-5	-8	-5%
COc1cc2c(cc1NC(=O)CSc1cccc[n+]1[O-])oc1ccccc12	-9%	-10	-11	2	0.3%	-5%	3	2	1%
CCNc1nc(OCC)nc(N2CCC(Cc3ccccc3)CC2)n1	-10%	-8	.	0	0.3%	2%	-1	11	-6%
CC1CCCCC12NC(=O)N(CC(=O)NCc1ccco1)C2=O (stereo not given)	0%	1	-4	0	-0.7%	0%	-8	-5	-3%
CCc1ccc(-n2c(=O)c3ccccc3n(CC(=O)C(C)(C)C)c2=O)cc1	-1%	0	-1	2	-2.4%	0%	-2	8	-2%
CCn1cc(C(=O)N2CCN(c3ccccc3F)CC2)c(=O)c2ccc(C)nc21	0%	-5	11	1	0.7%	2%	7	11	-2%
COc1cc(-n2c(C)nc3ncn(-c4ccccc4)c3c2=O)cc(OC)c1OC	1%	8	.	.	.	0%	.	.	-5%

Nothing new here: an excerpt of the list.
SMILES	Vif-A3F inh	LDHA inh	D2 PAM	D1 ag	RXFP1 agonist	Vif-A3G inh	D1 potentiator	D1 antagonist	GRP78 ERSR act
CCN1CCN(CCCNC(=O)C(=O)c2c(C)[nH]c3ccccc23)CC1	1%	-3	-1	6	-1.7%	0%	.	15	-3%
CC(=O)N1CCCc2cc(S(=O)(=O)N3CCCC(C(=O)NCc4ccc(Cl)cc4)C3)ccc21 (stereo not given)	7%&6%	-2&3	25&-1	1&1	-3.3%&-0.3%	0%&2%	-5&-6	-30&-8	0%&-8%
O=C(CSc1nc2ccccc2c(=O)[nH]1)Nc1ccc(Br)cc1	2%	-4&1	-4	0	4.0%	-8%	-8	-10	5%

Further results.
SMILES	Vif-A3F inh	LDHA inh	D2 PAM	D1 ag	RXFP1 agonist	Vif-A3G inh	D1 potentiator	D1 antagonist	GRP78 ERSR act
O=[N+]([O-])c1cc(/C=N\O)ccc1Oc1ccc(F)cc1	-15%	-16	-17	1	-1.0%	-3%	-4	-53*	-3%
Cc1ccc(C2CC(c3cccc(Br)c3)Nc3nnnn32)cc1 (stereo not given)	10%	0	-12	7	0.9%	1%	0	-10	-2%
COc1ccc([N+](=O)[O-])cc1NS(=O)(=O)c1ccc(Cl)c(C(=O)Nc2sc3c(c2C#N)CCCCC3)c1	.	.	-9	2	-1.5%	.	3	4	.
O=C(NC1CC1)c1cc2c(s1)-c1ccccc1OC2	4%	-4	-11	0	2.7%	0%	-10	-46*	1%
CCC(C)NS(=O)(=O)c1ccc(S(=O)(=O)N2CCCC3(CCCCC3)C2)cc1 (stereo not given)	-5%	-9	12	4	2.8%	2%	0	-17	-4%
Cc1ccc(NC(=O)CN(C)C(=O)COc2ccc(Br)cc2)cc1	-5%	-4	.	.	.	-3%	.	.	-1%
COc1ccccc1-c1noc(-c2ccco2)n1	-6%	-5	.	0	0.6%	-1%	-3	1	-1%
CCOc1ccccc1OCC(=O)OCC(=O)Nc1ncc(Cl)cc1Cl	6%	-2	15	0	2.4%	3%	-1	-5	-5%
O=C(c1ccc(Cl)c([N+](=O)[O-])c1)N1CCN(S(=O)(=O)c2ccc(Cl)cc2)CC1	0%	-1	0	9	-0.9%	5%	.	-29	4%
O=C(O)c1ccc(-c2nc(-c3ccccc3)cs2)cc1	-1%	-8	-5	3	5.0%	-2%	1	-8	-1%
CCc1nc2ccc(C(=O)NCCc3ccc(SC)cc3)cc2nc1CC	1%	-4	5	7	16%	-3%	-3	-19	10%
O=C(COC(=O)CCc1ccccc1)NCc1ccc2c(c1)OCO2	-16%	-6	.	.	.	-1%	.	.	-2%
Cc1cc(O)c(C(=O)/C=C/c2ccccc2O)c(=O)o1	-19%	1	2	1	-4.2%	-19%	2	-19	5%
CCc1nn2c(=O)cc(COC(=O)COc3ccc(OC)cc3)nc2s1	6%	-8	-10	2	2.1%	4%	-2	-18	-1%
COc1ccc(NC(=O)CN(Cc2ccco2)Cc2ccco2)cc1S(=O)(=O)N1CCCCC1	-5%	0	2	0	-0.6%	0%	-6	1	-6%
CC(=O)c1cccc(NC(=O)CNC(=O)Cc2ccccc2)c1	9%	-6	4	0	-2.5%	1%	-4	19	-1%
COc1ccc2[nH]cc(CCNC(=O)CS(=O)(=O)Cc3ccccc3)c2c1	4%	-5	6	4	3.2%	-3%	-5	-1	-4%
NS(=O)(=O)c1ccc(CCNC2CC(=O)N(CCc3ccccc3)C2=O)cc1 (stereo not given)	-6%	0	3	2	-0.9%	1%	-6	7	-2%
Cc1ccccc1Nc1c(-c2ccc(N3CCOCC3)cc2)nc2cnccn12	2%	3	10	2	19%	-18%	-2	3	7%
CCc1ccc(NC(=O)C2CCC(CNS(=O)(=O)c3cccs3)CC2)cc1 (stereo not given)	3%	-7	-6	3	10.0%	1%	-3	6	-2%
Cc1ccc(CNC(=O)Nc2ccc(C)cc2)cc1	-14%	-7	-10	4	-6.1%	-2%	-2	.	1%
O=C(O)CCC(=O)Nc1ccc(OCC(=O)O)cc1	-24%	2	7	2	0.0%	-7%	-2	4	-4%
CSc1ccc(C(=O)C2CCCN(C(=O)CN3CCOC3=O)C2)cc1 (stereo not given)	4%	-3	3	0	5.0%	0%	-3	8	-3%
CN(C)CCN1CC(C(=O)O)CC1=O (stereo not given)	-9%	-5	-4	5	-0.5%	2%	1	17	-4%
O=C1c2ccccc2C(=O)c2[nH]cnc21	-7%	12	11	-1	?	-3%	-7	-1	-1%
O=C(NNS(=O)(=O)c1ccccc1)C1CCCCC1	-2%	-15	5	0	-0.2%	4%	0	-4	-1%
COC(=O)c1cc(NCc2cccs2)ccc1N1CCOCC1	-9%	8	5	1	0.3%	0%	-2	-1	-4%
Cc1ccc(CN2Cc3cccc4c3[C@@H](CC2=O)[C@H](O)[C@H](O)C4)cc1	-1%	1	10	1	1.2%	-5%	-8	3	-3%
N#CCC(=O)N/N=C/c1cn(Cc2cccc3ccccc23)c2ccccc12	-8%	-2	9	5	-1.8%	?	0	0	-1%
COc1cc(OC)c(OC)cc1CNCCSc1nnnn1-c1ccccc1	-7%	-2	-19	7	-2.9%	2%	-1	-15	4%
Cc1ccc2cccc(OCC(=O)N3CC(C)CC(C)C3)c2n1 (stereo not given)	11%	-1	-5	4	3.0%	0%	2	-4	-2%
CCOC(=O)C1CCCN(c2cc(C)nc3cc(-c4ccc(F)cc4)nn23)C1 (stereo not given)	-4%	6	8	2	1.1%	-3%	-7	0	1%
Oc1ccc(NCc2cccc(OCc3ccccc3)c2)cc1	-1%	17	-8	0	1.9%	-2%	4	-6	0%
Cc1c(CC(=O)N[C@H](C(=O)O)C(C)C)c(=O)oc2cc3c(cc12)CCC(C)(C)O3	-19%	-5	2	5	11%	-13%	-6	-5	-2%
